# Assay outcomes as filed in PubChem.
# IDE exosite inh: exo-site inhibitors of human IDE, primary screen, biochemical, fluorescence anisotropy, probe displacement; purified IDE, FL-6b probe fluorescence polarization; stronger effect = lower value; actives 6.3% (n = 17,000); z-score at 20 µM; Insulin-degrading enzyme (Homo sapiens), P14735; AID 1259349, 2017;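 active = z-score of -3 or lower, meaning strong loss of probe binding signal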;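 note: His-tagged human IDE residues 42-1019 made in E. coli with 30 nM FL-6b probe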
# Target sequence (P14735 42-1019 limits assumed): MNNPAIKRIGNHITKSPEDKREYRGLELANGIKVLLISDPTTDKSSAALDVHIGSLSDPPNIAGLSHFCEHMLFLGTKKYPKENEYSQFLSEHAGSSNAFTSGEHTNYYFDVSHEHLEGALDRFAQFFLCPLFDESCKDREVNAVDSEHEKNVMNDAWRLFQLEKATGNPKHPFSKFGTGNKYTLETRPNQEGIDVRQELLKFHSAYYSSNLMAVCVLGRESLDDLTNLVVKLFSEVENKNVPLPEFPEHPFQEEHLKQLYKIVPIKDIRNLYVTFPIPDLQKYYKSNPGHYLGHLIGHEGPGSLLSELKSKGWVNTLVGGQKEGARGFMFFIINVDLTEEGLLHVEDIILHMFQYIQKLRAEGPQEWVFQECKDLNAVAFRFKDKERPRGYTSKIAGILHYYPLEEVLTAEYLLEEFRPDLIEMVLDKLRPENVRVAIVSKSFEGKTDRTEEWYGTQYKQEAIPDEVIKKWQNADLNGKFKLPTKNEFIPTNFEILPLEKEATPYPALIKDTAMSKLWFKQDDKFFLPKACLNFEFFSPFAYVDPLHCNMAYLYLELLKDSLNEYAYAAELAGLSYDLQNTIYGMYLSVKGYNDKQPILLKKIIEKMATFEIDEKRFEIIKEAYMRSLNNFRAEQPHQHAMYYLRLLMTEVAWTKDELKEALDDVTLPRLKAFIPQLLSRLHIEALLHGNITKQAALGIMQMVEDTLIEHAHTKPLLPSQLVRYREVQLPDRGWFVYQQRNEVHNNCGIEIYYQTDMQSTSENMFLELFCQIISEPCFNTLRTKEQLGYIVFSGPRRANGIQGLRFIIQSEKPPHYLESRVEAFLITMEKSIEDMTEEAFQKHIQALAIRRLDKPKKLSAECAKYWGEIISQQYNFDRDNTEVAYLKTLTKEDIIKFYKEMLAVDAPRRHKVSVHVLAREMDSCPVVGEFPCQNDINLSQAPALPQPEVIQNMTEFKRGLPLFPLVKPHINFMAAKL
# Numbers without * were called inactive; & = joins results of further samples; ! = not active in a repeat. This is a subset. The share of hits here may be higher or lower than overall.
canonical_smiles	IDE exosite inh
CCCNC(=O)C[C@@H]1CC[C@@H]2[C@H](COC[C@H](O)CN2Cc2ccncc2)O1	0.271
COCC#Cc1ccc([C@H]2[C@H]3CN(C(=O)Nc4ccc(F)cc4)CC(=O)N3[C@H]2CO)cc1	3.13
CC(C)CC#Cc1ccc([C@H]2[C@H](CO)N3C(=O)CN(S(C)(=O)=O)C[C@@H]23)cc1	4.62
CN1[C@H](CO)[C@@H]2c3ccccc3N(C(=O)Nc3cc(F)ccc3F)C[C@@H]21	2.31
CCCNC(=O)N1CC(=O)N2[C@H](CO)[C@H](c3ccc(-c4ccc(F)cc4)cc3)[C@H]2C1	0.882
CCS(=O)(=O)NC[C@@H]1[C@@H](c2ccccc2)[C@@H](CO)N1CC1CC1	3.94
CN1[C@@H]2Cn3c(ccc(/C=C/c4ccccc4)c3=O)[C@H]1[C@@H](C(=O)NC1Cc3ccccc3C1)[C@@H]2CO	0.198
CN(C)C(=O)c1ccc(-c2cccc(-c3nc(C(=O)NCc4ccccc4)cc4c3[C@@H](CCO)N([S@](=O)C(C)(C)C)C4)c2)cc1	-1.76
C[C@@H]1CN([C@@H](C)CO)C(=O)c2ccccc2-c2ccccc2CO[C@H]1CN(C)C(=O)CCC(F)(F)F	-1.57
OC[C@@H]1[C@@H](c2ccc(C#Cc3cccnc3)cc2)[C@H]2CN(Cc3ccccc3F)CCCCN12	-0.597
CO[C@@H]1CN(C)C(=O)c2cc(NC(C)=O)ccc2OC[C@H](C)N(C(=O)Cc2ccccn2)C[C@H]1C	1.31
COc1ccc(NC(=O)Nc2ccc3c(c2)[C@H]2C[C@H](CC(=O)NCC(F)(F)F)O[C@H](CO)[C@H]2O3)cc1	0.452
CC(C)NC[C@@H]1[C@H](c2ccc(C3=CCCCC3)cc2)[C@H](CO)N1S(C)(=O)=O	1.52
N#C[C@H]1[C@@H](c2ccccc2-c2cccc(F)c2)[C@@H](CO)N1C(=O)C1CCCCC1	1.19
COc1ccc(-c2ccc([C@@H]3[C@H](CO)N4C(=O)CN(C(=O)NC(C)C)C[C@@H]34)cc2)cc1	-0.3
CCC(=O)NC[C@H]1[C@@H](c2ccccc2)[C@H](CO)N1C(=O)C1CC1	4.54
CO[C@H]1CC[C@H]2CCOc3ccc(C#N)cc3C(=O)N(C)[C@@H](C)C(=O)N(C)C[C@@H]1O2	1.97
CN(C)CC(=O)N1C[C@H]2[C@@H](c3ccccc31)[C@@H](CO)N2C(=O)c1ccccn1	2.78
C[C@@H]1CN([C@H](C)CO)C(=O)c2ccccc2-c2ccccc2CO[C@@H]1CN(C)Cc1cccnc1	0.345
CCC(=O)N1C[C@H](C)[C@@H](OC)CN(C)C(=O)c2cc(NC(=O)Nc3ccc(Cl)cc3)ccc2OC[C@@H]1C	0.648
CN(C)CC(=O)N1CC2(C1)[C@H](c1ccccc1)[C@H](CO)N2S(C)(=O)=O	1.26
COc1ccc(C#Cc2ccc([C@@H]3[C@H]4CN(S(=O)(=O)c5ccccc5)CCCCN4[C@H]3CO)cc2)cc1	-0.32
C[C@@H]1CN([C@H](C)CO)C(=O)c2cc(NC(=O)Nc3ccc(C(F)(F)F)cc3)ccc2O[C@@H](C)CCCCO[C@@H]1CN(C)S(=O)(=O)c1ccc(Cl)cc1	0.688
CCC(=O)N1CC(=O)N2[C@H](C1)[C@H](c1ccc(C#Cc3cccnc3)cc1)[C@@H]2CO	-3.03*
COc1ccccc1NC(=O)N1C[C@@H]2N[C@H](C1)C2c1ccc(-c2ccc(C(=O)N(C)C)cc2)cc1 (some centres not stated)	-1.27&-1.22
CN1CCN(C(=O)C[C@H]2CC[C@H]3[C@H](COc4ccc(NC(=O)c5cccs5)cc4C(=O)N3C)O2)CC1	-1.12
O=C(NC1CCCC1)N1CC(=O)N2[C@H](CO)[C@H](c3ccc(-c4cccnc4)cc3)[C@H]2C1	-2.98
N#C[C@@H]1[C@@H](c2ccccc2C2=CCCCC2)[C@@H](CO)N1C(=O)c1cccc(F)c1	2.47
C/C=C/c1ccc(C2[C@H]3CNC[C@@H]2N3S(=O)(=O)Cc2ccccc2)cc1 (some centres not stated)	0.976
O=C(c1cccc(F)c1)N1CCCCN2[C@H](CO)[C@H](c3ccc(-c4cncnc4)cc3)[C@H]2C1	2.1
CC=Cc1ccc2n(c1=O)C[C@H]1[C@H](CO)[C@@H](C(=O)NCCC)[C@@H]2N1Cc1ccccc1OC (mixture of isomers)	0.505
COCC#Cc1ccc([C@H]2[C@@H](CO)N3C(=O)CN(C(=O)Nc4ccc(F)cc4)C[C@@H]23)cc1	0.74
C[C@H]1CN([C@@H](C)CO)C(=O)CCCn2nncc2CO[C@H]1CN(C)C(=O)Nc1cccc(Oc2ccccn2)c1	-1.11
COCC(=O)N1CCCCN2[C@H](CO)[C@@H](c3ccc(-c4ccccc4)cc3)[C@@H]2C1	-0.528
CO[C@H]1CC[C@@H]2CCN(C)C(=O)CCCN(C)C(=O)c3cc(C#N)ccc3OC[C@H]1O2	-0.591
COc1ccccc1-c1ccc2n(c1=O)C[C@H]1[C@H](CO)[C@@H](C(=O)NCc3ccccc3Cl)N[C@@H]21	0.365
Cc1ccc(S(=O)(=O)N2C[C@@H]3N[C@H](C2)[C@@H]3c2ccc(-c3cccc(C)c3)cc2)cc1	2.92
COc1ccc(-c2ccc([C@H]3[C@@H](C#N)N(C(=O)NC4CCCCC4)[C@@H]3CO)cc2)cc1	3.04
O=C(C[C@@H]1CC[C@@H]2[C@H](COC[C@H](O)CN2Cc2ccc3c(c2)OCO3)O1)N1CCCCC1	0.878
CCCNC(=O)Nc1ccc2c(c1)OC[C@@H](C)N(S(C)(=O)=O)C[C@H](C)[C@H](OC)CN(C)C2=O	0.271
Cn1cnc(S(=O)(=O)N2CCCCN3[C@H](C2)[C@H](c2ccc(-c4cccc(F)c4)cc2)[C@@H]3CO)c1	3.29
CN(C)C(=O)C[C@H]1CC[C@H]2[C@@H](COC[C@H](O)CN2C(=O)C2CCOCC2)O1	1.09
O=C(c1ccc(F)cc1)N1C[C@@H]2N[C@H](C1)C2c1ccc(/C=C/c2ccccc2)cc1 (some centres not stated)	-4.58*!
COCC#Cc1ccc([C@H]2[C@@H](CO)N3CCCCN(C(=O)Nc4cc(F)ccc4F)C[C@H]23)cc1	-0.304
COc1ccc(S(=O)(=O)N(C)C[C@H]2OCCCC[C@H](C)Oc3ccc(NC(=O)Cc4ccccc4)cc3C(=O)N([C@H](C)CO)C[C@@H]2C)cc1	1.97
O=S(=O)(c1cccc(F)c1)N1CC[C@@H]2[C@H](CO)Nc3ccc(Br)cc3[C@@H]21	1.49
CN1CCN(C(=O)C[C@@H]2CC[C@@H]3[C@H](COC[C@H](O)CN3CC3CCCCC3)O2)CC1	1.02
O=C(c1cccc(F)c1)N1CC(=O)N2[C@H](C1)[C@@H](c1ccc(C3=CCCC3)cc1)[C@@H]2CO	0.831
COCC(=O)N1CC(=O)N2[C@H](CO)[C@H](c3ccc(Br)cc3)[C@H]2C1	1.4
COc1cccc(-c2ccc3c(c2)[C@@H]2[C@@H](CCN2C(=O)c2ccccn2)[C@H](CO)N3)c1	2.16
CC(=O)NC[C@H]1[C@H](c2ccc(-c3ccccc3F)cc2)[C@H](CO)N1C(C)=O	3.89
O=C(CC1CC1)N1CC(=O)N2[C@H](C1)[C@@H](c1ccc(C#Cc3cccc(F)c3)cc1)[C@@H]2CO	-1.49
O=C(c1ccncc1)N1CC(=O)N2[C@H](CO)[C@@H](c3ccc(-c4cccnc4)cc3)[C@@H]2C1	0.551
COc1ccc(NC(=O)N2CCCCN3[C@H](CO)[C@H](c4ccc(-c5ccccc5C)cc4)[C@@H]3C2)cc1	-0.821
COc1ccc(-c2ccc([C@@H]3[C@@H](CO)N4C(=O)CNC[C@@H]34)cc2)cc1	4.78
O=C(NCc1cc(F)cc(F)c1)[C@@H]1[C@@H](CO)[C@@H]2Cn3c(cccc3=O)[C@H]1N2C(=O)c1cnccn1	-0.64
O=C(C[C@H]1CC[C@H]2[C@@H](COC[C@H](O)CN2S(=O)(=O)c2cccc(Cl)c2)O1)N1CCOCC1	1.42
C/C=C/c1ccc(C2[C@H]3CNC[C@@H]2N3Cc2cccc(C(F)(F)F)c2)cc1 (some centres not stated)	1.33
CCN(C[C@H]1N[C@H](CO)[C@@H]1c1ccc(-c2cccc(F)c2)cc1)C(=O)CN(C)C	-0.308
COCC(=O)NC[C@H]1[C@H](c2ccc(C3=CCCC3)cc2)[C@H](CO)N1C(C)=O	4.8

# (list continues)
canonical_smiles	IDE exosite inh
COC(=O)c1ccc(CN2CC(=O)N3[C@H](CO)[C@H](c4ccc(-c5ccccc5)cc4)[C@@H]3C2)cc1	2.62
CC(=O)N1[C@H](CO)[C@H](c2ccc(-c3cncnc3)cc2)[C@@H]1CN(C)C(=O)C1CC1	1.26
COc1cccc(-c2ccc3c(c2)[C@@H]2[C@@H](CCN2C(=O)c2ccccc2F)[C@@H](CO)N3C)c1	0.815
COc1cccc(-c2ccc([C@H]3[C@H](CO)N4CCCCN(C(=O)NC(C)C)C[C@@H]34)cc2)c1	-12.4*
N#Cc1cccc(-c2ccc(C3[C@H]4CNC[C@@H]3N4C(=O)Nc3cccc(F)c3)cc2)c1 (some centres not stated)	0.345&-0.564
CC(C)(O)C#Cc1ccc([C@H]2[C@@H](CO)N3CCCCN(C(=O)c4cccc(F)c4)C[C@@H]23)cc1	1.15
COCC(=O)N1CCC2(CC1)CN(S(C)(=O)=O)[C@H](CO)c1[nH]c3cc(OC)ccc3c12	-0.805
COc1cccc(-c2ccc(C3[C@@H]4CN(S(=O)(=O)c5cccc(Cl)c5)C[C@H]3N4)cc2)c1 (some centres not stated)	0.817
O=C(CC1CC1)N1CC(=O)N2[C@H](C1)[C@H](c1ccc(C#Cc3cccc(F)c3)cc1)[C@@H]2CO	-1.09
COc1ccccc1NC(=O)N1CCCCN2[C@H](CO)[C@H](c3ccc(C#CC4CCCC4)cc3)[C@H]2C1	-0.577
O=C(Cc1ccccn1)N1[C@H](CO)[C@H]2c3ccccc3NC[C@H]21	2.05
CCCNC(=O)N1[C@H](CO)[C@H](c2ccccc2-c2ccccc2)[C@@H]1C#N	1.79
O=S(=O)(c1cccs1)N1CCCCN2[C@H](CO)[C@@H](c3ccc(/C=C/c4ccccc4)cc3)[C@@H]2C1	-1.97
CCc1sc(N2[C@@H](C#N)[C@@H](c3ccccc3-c3ccccc3)[C@@H]2CO)nc1C	1.04
C[C@@H]1CCCCO[C@H](CN(C)C(=O)C2CCCCC2)[C@H](C)CN([C@@H](C)CO)C(=O)c2cc(NS(=O)(=O)c3ccccc3)ccc2O1	1.48
CCN(C[C@@H]1N[C@@H](CO)[C@H]1c1ccc(-c2ccc(F)cc2)cc1)C(=O)CN(C)C	-0.329
O=C(C[C@@H]1CC[C@H]2[C@@H](COC[C@H](O)CN2S(=O)(=O)c2ccccc2)O1)NCC1CCCCC1	-1.11
O=C(c1cnccn1)N1CC(=O)N2[C@H](CO)[C@@H](c3ccc(C#CCc4ccccc4)cc3)[C@@H]2C1	-1.24
COCC#Cc1ccc([C@H]2[C@H](CO)N3C(=O)CN(C(=O)c4cccnc4)C[C@@H]23)cc1	5.42
CCCNC(=O)N1[C@H](CO)[C@H](c2ccccc2)[C@@H]1CNC(=O)c1ccccc1	-0.0321
CO[C@@H]1CC[C@@H]2CCN(C)C(=O)CC3(CCCCC3)CN(C)C(=O)c3cc(C#N)ccc3OC[C@H]1O2	0.733
O=C(NC[C@@H]1[C@H](c2ccccc2)[C@@H](CO)N1C(=O)Cc1cccnc1)C1CC1	3.14
O=C(C[C@@H]1CC[C@@H]2[C@H](COC[C@H](O)CN2Cc2ccc(F)cc2)O1)NCCc1ccccc1	-1.43
O=C(c1cccc(F)c1)N1CC(=O)N2[C@H](CO)[C@H](c3ccc(-c4ccccc4)cc3)[C@@H]2C1	3.43
CN(C)C(=O)c1cccc(-c2ccc([C@@H]3[C@H]4CN(S(C)(=O)=O)CCCCN4[C@H]3CO)cc2)c1	4.01
CNC[C@@H]1OCCCC[C@@H](C)Oc2ccc(NC(=O)Nc3ccc(OC)cc3)cc2C(=O)N([C@H](C)CO)C[C@@H]1C	1.69
Cc1ccccc1-c1ccc([C@@H]2[C@@H](CO)N3C(=O)CN(C(=O)Nc4ccc(F)cc4)C[C@H]23)cc1	-1.36
O=C(C[C@@H]1CC[C@@H]2[C@H](COC[C@H](O)CN2C(=O)c2ccc3c(c2)OCO3)O1)NC1CCC1	0.178
C[C@H](CO)N1C[C@H](C)[C@@H](CN(C)Cc2ccc3c(c2)OCO3)Oc2cc(Br)ccc2S1(=O)=O	0.146
